AHR activator: AHR activators, primary screen, cell-based, luminescence, luciferase reporter, human | AHR-responsive luciferase reporter cells | activation, % at 5 µM | actives 2.5% (n = 320,000) | AID 2796, 2010; in the data active means activation above about 47%;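 further: 0% = vehicle wells and 100% = reference agonist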
RPL19A TOR yeast: RPL19A-GFP expression modulators in yeast, primary screen, cell-based, S. cerevisiae, multiplex flow cytometry, MLPCN; percent response vs DMSO, % at 10 µM; actives 0.3% (n = 330,000); S. cerevisiae RPL19A-GFP strain, 3 h; hits give low values;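 active means percent response vs DMSO below 50%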;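 further: median channel GFP fluorescence of the barcoded RPL19A-GFP strain; ratio of sample median GFP to plate DMSO average so 100% = DMSO; lower means less RPL19A-GFP as with rapamycin TOR inhibition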
proCasp7 act: procaspase-7 activators, primary screen, counter-screen for procaspase-3 activator project, biochemical, absorbance, HTS, human; Caspase-7 (Homo sapiens), P55210; recombinant procaspase-7, Ac-DEVD-pNA absorbance 405 nm; D23A/D198A/D206A triple mutant, cannot self-cleave; scale: DMSO 0, 5 µM enzyme 100; activation, % at 8.5 µM; actives 0.093% (n = 330,000);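 active means percent activation above the screen-wide mean plus 3 SD, cut at about 25% in these data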
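Assay system – Uncleavable procaspase-7 mutant enzyme · Quantity – 2 µM procaspase-7 mutant as dispensed · Times – 1 h preincubation, 2 h reaction · Dosing – single nominal 8.5 µM compound dose, 0.8% DMSO final · Buffer or medium – Zinc-free 50 mM HEPES buffer, pH 7.4, with NaCl and Triton X-100 · Detection – Epi-absorbance of released pNA at 405 nm, two timepoints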
ZTA counter: ZTA (EBV) inhibition in EBNA-1 counter-screen; P03206; ZTA-DNA binding, fluorescence polarization; inhibition, % at 11 µM; actives 0.15% (n = 320,000); in the data active means inhibition above about 33%
procasp3 activ: activators of human procaspase-3 D3A mutant, primary screen, biochemical, absorbance, PC-3 D3A mutant, single concentration. Caspase-3 (Homo sapiens), P42574. recombinant procaspase-3 D3A, Ac-DEVD-pNA absorbance 405 nm. activation, % at 8.5 µM. actives 0.11% (n = 330,000). AID 463141, 2010;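 active means activation above the mean of all tested compounds plus 3 SD, cut at about 21% in these data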;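 further: 0% = DMSO alone and 100% = DMSO wells spiked with extra 5 µM PC-3 D3A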
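Assay system: Autoprocessing-dead procaspase-3 D3A mutant enzyme; also added: Ac-DEVD-pNA; doses: one concentration, 8.5 µM nominal, 0.8% DMSO; times: 1 h compound preincubation, 2 h substrate hydrolysis at 25 °C; technique: 405 nm absorbance of p-nitroaniline, reads at 0 and 120 min; measure: % activation between DMSO and enzyme-spiked controls; repeats: single replicate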
MEP2-GFP yeast: modulators of MEP2-GFP levels in yeast, primary screen, S. cerevisiae, multiplex flow cytometry, MLPCN library; S. cerevisiae MEP2-GFP strain, 3 h; 100% = DMSO control level; GFP response vs DMSO, % at 10 µM; actives 0.51% (n = 330,000);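 active means GFP response versus DMSO above a set limit, roughly screen mean plus 3 SD, cut at about 180% in these data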;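 further: median GFP fluorescence of the barcode-gated MEP2-GFP cells per well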
LAP4 TOR yeast: modulators of LAP4-GFP expression in yeast, primary screen, S. cerevisiae, multiplex flow cytometry, MLPCN library; 3 h; median GFP as percent of DMSO wells; GFP response vs DMSO, % at 10 µM; actives 0.34% (n = 320,000); AID 2023, 2009;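 active means GFP response vs DMSO above a set limit, about the screen mean plus 3 SD, cut at about 150% in these data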
EBNA-1 inhibitor: EBNA-1 DNA-binding inhibitors, primary screen, biochemical, fluorescence polarization | inhibition, % at 14.8 µM | actives 0.34% (n = 300,000); in the data active means inhibition above about 28%
Active calls of the source: *; nt = no result given.

Under each structure – AHR activator	RPL19A TOR yeast	proCasp7 act	ZTA counter	procasp3 activ	MEP2-GFP yeast	LAP4 TOR yeast	EBNA-1 inhibitor
Cc1ccc(S(=O)(=O)N2CCN(CCOc3c(Cl)cccc3Cl)CC2)cc1C
 : 0	96	-5	-2	3	96	102	nt
C#CCOCCOCCOCCNc1nc(N2CCN(C(=O)Cn3cc(CCCN=C(N)N)nn3)CC2)nc(N2CCN(C(=O)[C@H]([C@@H](C)CC)n3cc(CCC(=O)O)nn3)CC2)n1
 : -1	108	10	0	3	97	101	-11
COC(=O)c1ccc(COC(=O)c2nn(C)c(=O)c3ccccc23)cc1
 : 1	96	-5	1	-1	99	101	-2
CC1CCN(C(=O)COC(=O)CNC(=O)C23CC4CC(CC(C4)C2)C3)CC1
 : -1	105	9	-15	5	108	101	-7
CN(CC(=O)Nc1ncn[nH]1)S(=O)(=O)c1ccc(Br)cc1
 : 3	95	3	-25	4	98	115	-10
COc1cccc(OC)c1C(=O)N1CCN(Cc2ccccc2C)CC1
 : -1	102	-3	4	-3	100	98	-7
CCOc1cc(/C=N/NS(=O)(=O)c2ccc(OC)cc2)ccc1OCCN1CCOCC1
 : 2	101	-5	-22	1	100	84	-5
O=C(N/N=C1/C(=O)c2cccc3cccc1c23)c1ccc(Cl)cc1
 : 33	94	5	-3	4	103	96	1
Cc1nc(-c2ccc(F)cc2)c(CC(=O)N2CCN(S(=O)(=O)c3ccc(F)cc3)CC2)s1
 : 0	95	6	-1	3	102	103	-1
Cc1cc(NC(=O)CC#N)n(-c2nc3ccccc3[nH]2)n1
 : 13	99	-4	-23	14	101	106	4
Cc1onc(-c2c(F)cccc2Cl)c1C(=O)N1C=CC(C(F)(F)F)=NCC1
 : -2	97	9	-3	-1	109	101	-6
COc1cc(NC(=O)Cn2nc(Cc3cccnc3)c3ccccc3c2=O)cc(OC)c1OC
 : 0	99	1	5	-2	99	111	13
O=C(Nc1ccc2snnc2c1)N1CCN(c2ccccc2)CC1
 : -15	97	-2	-13	1	103	92	1
Cc1nc(-c2ccccn2)nc(N2CCOCC2)c1Cl
 : 17	100	5	11	8	98	112	1
CC(=O)Nc1ccc(C(=O)N/N=C/c2ccccc2OCc2ccccc2)cc1
 : 2	91	0	4	4	96	98	7
COc1ccc(C(=O)NC2CC(C)(C)Cc3occc32)cc1 (stereo not given)
 : 1	99	-7	7	-6	99	87	-4
Cn1/c(=N/NC(=O)c2ccccc2Br)sc2ccccc21
 : 48*	94	4	-18	2	91	92	-4
CCOC(=O)C1(Cc2cccc(Cl)c2)CCCN(C(=O)c2cc(C)[nH]n2)C1 (stereo not given)
 : -1	101	-6	-8	8	94	76	4
Cc1nc2cc(NC(=O)N3c4ccccc4CC3C)ccc2o1 (stereo not given)
 : 39	96	-33	-7	-10	97	100	-11
O=C(Nc1cc(N2CCCCC2)ncn1)c1ccc(F)cc1
 : 0	107	8	-5	-3	103	96	-8
CCN(CC(=O)Nc1ccc2c(c1)OCCO2)C(=O)c1cccc(S(=O)(=O)N2CCOCC2)c1
 : 0	100	-2	2	1	110	97	8
Cc1nnc(Sc2nc3c(c(=O)[nH]c(=O)n3C)n2Cc2ccccc2)s1
 : 0	99	2	4	5	97	92	-6
CC(=O)Nc1ccc(C(=O)COC(=O)c2nc3nc(C)cc(C)n3n2)cc1
 : 1	91	-1	6	-6	95	94	nt
COc1cccc(CNCC(=O)NC(=O)NC2CCCC2)c1
 : 0	93	10	nt	7	100	103	nt
O=C(Nc1ccccc1)C1=C[C@@H](C2CCCCC2)C[C@@H](OCc2ccc(CO)cc2)O1
 : 3	nt	-1	4	2	nt	nt	4
COC(=O)[C@H](Cc1ccccc1)NC(=O)NCc1ccccc1
 : 0	97	1	-11	-12	98	105	-1
COc1ccc(S(=O)(=O)N2CCCC(C(=O)O)C2)cc1 (stereo not given)
 : 0	115	1	-1	-2	119	117	-8
Cc1ccc(OCCCC(=O)Nc2nncs2)cc1
 : -3	103	-12	-10	3	102	105	-16
CCC(C)[C@H]1COCCS(=O)(=O)N1Cc1ccccc1 (stereo not given in full)
 : -2	93	10	5	3	91	92	5
CN(C)S(=O)(=O)c1ccc(Cl)c(NC(=O)COC(=O)/C=C/c2ccc3ccccc3n2)c1
 : -2	97	-1	8	5	98	104	nt

13 compounds already listed, sorted by count of non-hydrogen atoms, rising.
Under each structure – AHR activator	RPL19A TOR yeast	proCasp7 act	ZTA counter	procasp3 activ	MEP2-GFP yeast	LAP4 TOR yeast	EBNA-1 inhibitor
Cc1ccc(OCCCC(=O)Nc2nncs2)cc1
 : -3	103	-12	-10	3	102	105	-16
Cc1nc(-c2ccccn2)nc(N2CCOCC2)c1Cl
 : 17	100	5	11	8	98	112	1
Cn1/c(=N/NC(=O)c2ccccc2Br)sc2ccccc21
 : 48*	94	4	-18	2	91	92	-4
O=C(Nc1cc(N2CCCCC2)ncn1)c1ccc(F)cc1
 : 0	107	8	-5	-3	103	96	-8
COC(=O)[C@H](Cc1ccccc1)NC(=O)NCc1ccccc1
 : 0	97	1	-11	-12	98	105	-1
O=C(Nc1ccc2snnc2c1)N1CCN(c2ccccc2)CC1
 : -15	97	-2	-13	1	103	92	1
COC(=O)c1ccc(COC(=O)c2nn(C)c(=O)c3ccccc23)cc1
 : 1	96	-5	1	-1	99	101	-2
Cc1onc(-c2c(F)cccc2Cl)c1C(=O)N1C=CC(C(F)(F)F)=NCC1
 : -2	97	9	-3	-1	109	101	-6
Cc1ccc(S(=O)(=O)N2CCN(CCOc3c(Cl)cccc3Cl)CC2)cc1C
 : 0	96	-5	-2	3	96	102	nt
O=C(Nc1ccccc1)C1=C[C@@H](C2CCCCC2)C[C@@H](OCc2ccc(CO)cc2)O1
 : 3	nt	-1	4	2	nt	nt	4
Cc1nc(-c2ccc(F)cc2)c(CC(=O)N2CCN(S(=O)(=O)c3ccc(F)cc3)CC2)s1
 : 0	95	6	-1	3	102	103	-1
CCN(CC(=O)Nc1ccc2c(c1)OCCO2)C(=O)c1cccc(S(=O)(=O)N2CCOCC2)c1
 : 0	100	-2	2	1	110	97	8
C#CCOCCOCCOCCNc1nc(N2CCN(C(=O)Cn3cc(CCCN=C(N)N)nn3)CC2)nc(N2CCN(C(=O)[C@H]([C@@H](C)CC)n3cc(CCC(=O)O)nn3)CC2)n1
 : -1	108	10	0	3	97	101	-11

Returning to the listing; the 2 compounds before the break are reprinted first.
Under each structure – AHR activator	RPL19A TOR yeast	proCasp7 act	ZTA counter	procasp3 activ	MEP2-GFP yeast	LAP4 TOR yeast	EBNA-1 inhibitor
CCC(C)[C@H]1COCCS(=O)(=O)N1Cc1ccccc1 (stereo not given in full)
 : -2	93	10	5	3	91	92	5
CN(C)S(=O)(=O)c1ccc(Cl)c(NC(=O)COC(=O)/C=C/c2ccc3ccccc3n2)c1
 : -2	97	-1	8	5	98	104	nt
CCOC(=O)c1ccc(NC2c3ccccc3C(=O)N2c2ccc(C)cn2)cc1 (stereo not given)
 : 5	93	5	7	1	96	96	-4
Cc1cc(OCC(=O)N(Cc2ccccc2)C2CCS(=O)(=O)C2)ccc1Cl (stereo not given)
 : 12	104	5	2	5	110	95	3
CCc1c(C)sc(NC(=O)c2cc(C(C)C)on2)c1C#N
 : 0	101	6	3	0	95	111	-1
N#CCSc1nnc2ccc3ccccc3n12
 : 2	87	9	1	5	80	81	3
COc1ccc(-c2csc(NC(=O)c3nc(-c4ccccc4)oc3C)n2)cc1
 : 8	94	3	-1	2	104	100	3
Cc1ccc(N2C(=O)CSC2c2ccccn2)cc1Cl (stereo not given)
 : 10	102	8	3	-9	111	111	3
O=C(NCc1nc2ccccc2[nH]1)c1ccc([N+](=O)[O-])cc1
 : 3	104	2	4	-1	103	95	4
Cc1ccc(CCNC(=O)c2nnc(CS(=O)(=O)c3ccccc3)o2)cc1
 : 3	107	2	-4	-8	94	99	-13
Cc1ccccc1NC(=O)CCn1c(=O)oc2ccccc21
 : 0	106	-9	-9	-5	103	100	-2
CCn1c(=NC(=O)CSC(C)=O)sc2cc(OC)ccc21
 : 1	90	2	11	5	98	99	4
CCN(CC)C(=O)C(C)OC(=O)c1ccc(O)cc1 (stereo not given)
 : 4	102	-1	16	-6	101	100	-2
CC(c1ccccc1)N1C(=O)/C(=C/c2ccncc2)SC1=S (stereo not given)
 : 0	84	-5	9	-14	82	194*	1
Cc1ccccc1C1c2[nH]c3ccccc3c2C[C@H]2C(=O)N(C3CCN(Cc4ccccc4)CC3)CC(=O)N12 (stereo not given in full)
 : 13	97	11	5	-4	98	101	-2
Cc1nc2sccn2c(=O)c1S(=O)(=O)NCC(C)c1ccccc1 (stereo not given)
 : 0	95	-3	0	-1	94	105	0
CCc1ccc(CNC(=O)CCn2nc(C)c3c(C)n(-c4ccccc4)nc3c2=O)cc1
 : 2	124	1	2	1	133	126	1
COc1cccc(CN2CCC(N(CCc3ccccc3)Cc3ccccc3)CC2)c1OC
 : -2	103	7	13	1	98	91	5
COC(=O)c1cc(-c2ccc(OC)cc2F)nc2nc(SC)[nH]c(=O)c12
 : -2	99	-8	5	-11	105	98	6
CC1CCCN(C(=O)C(Cc2ccccc2)n2cccc2)C1 (stereo not given)
 : 3	96	1	1	-11	95	107	-9
Cc1nc(-c2ccccc2)sc1C1(C)CC(c2cccc([N+](=O)[O-])c2)=NO1 (stereo not given)
 : -4	98	8	-18	0	95	134	8
Cc1ccc(C(=O)N/C(=C/c2ccco2)C(=O)NCCc2c[nH]c3ccccc23)cc1
 : 11	96	2	-5	0	87	94	-3
COCCNC(=O)CN1CCC(NC(=O)Nc2ccccc2)CC1
 : 2	95	13	-1	10	106	104	1
CCN(Cc1ccccc1)C(=O)CC(=O)N(CC)Cc1ccccc1
 : -3	113	-5	12	7	108	100	6
COc1cc(C)nc(Oc2ccc(OCc3ccccc3)nn2)n1
 : 3	100	9	4	2	101	nt	8
COc1ccc(S(=O)(=O)O)cc1P(=O)(c1ccccc1)c1ccccc1
 : 0	101	5	1	7	112	90	-5
CCOC(=O)C1=C(C)NC(=O)NC1c1ccc(OCC(=O)Nc2ccccc2)c(OC)c1 (stereo not given)
 : 8	110	0	-10	-5	98	100	8
Cc1nc(CNC(=O)c2ccccc2OC2CCN(S(C)(=O)=O)CC2)cs1
 : -1	103	-4	-6	-10	106	106	-17
CCN(c1ccccc1)P(=O)(Nc1ccccc1)Nc1ccccc1
 : -4	108	0	-6	7	107	92	4
N#Cc1ccsc1NC(=O)COC(=O)c1cc(Br)ccc1O
 : 6	111	6	18	1	106	93	14
CC(NC(=O)CC1Nc2ccccc2NC1=O)c1ccccc1 (stereo not given)
 : 16	105	5	23	1	110	116	5
CCCC(=O)Nc1ccc(NC(=O)c2cccc(OC)c2)nc1
 : 12	95	11	-13	-1	102	nt	2
COc1ccccc1CNS(=O)(=O)c1ccc2c(c1)N(C(C)=O)CC(C)S2 (stereo not given)
 : 12	103	1	-10	3	102	100	0

High-throughput results (PubChem BioAssay)

Rows were taken by chance. About 3.8% of those tested had a hit in this group.
